Sm TGR block: inhibitors of Schistosoma mansoni thioredoxin glutathione reductase | Q962Y6 | purified TGR, DTNB reduction, TNB absorbance 405 nm | Potency, µM (top dose mostly 114 µM), inactives show top-dose activity change, negative = inhibition, hits mostly inhibitors | 360,000 compounds, 3% hits | AID 485364; further: potency means the concentration at half of the fitted maximal effect; nearly all actives have a fitted effect of over 60% in size
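TGR 20 nM + NADPH 100 uM (dispensed conc.), cpd preinc 15 min RT; start with NADPH (500 uM addition) then DTNB (15 mM addition). Kinetic TNB absorbance, 405 nm filter. Four-parameter Hill fit across titration.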
LmPK inh: inhibitors of Leishmania mexicana pyruvate kinase; Q27686; purified LmPK, Kinase-Glo ATP luminescence, 1 h; Potency, µM (titrated, usually from 57.5 µM), without a hit: at the highest dose activity change, negative = inhibition, usual class: inhibitors; 290,000 compounds, 0.37% hits; AID 1721; further: potency means the concentration at half of the fitted maximal effect
Target sequence (Q27686 whole entry, looked up): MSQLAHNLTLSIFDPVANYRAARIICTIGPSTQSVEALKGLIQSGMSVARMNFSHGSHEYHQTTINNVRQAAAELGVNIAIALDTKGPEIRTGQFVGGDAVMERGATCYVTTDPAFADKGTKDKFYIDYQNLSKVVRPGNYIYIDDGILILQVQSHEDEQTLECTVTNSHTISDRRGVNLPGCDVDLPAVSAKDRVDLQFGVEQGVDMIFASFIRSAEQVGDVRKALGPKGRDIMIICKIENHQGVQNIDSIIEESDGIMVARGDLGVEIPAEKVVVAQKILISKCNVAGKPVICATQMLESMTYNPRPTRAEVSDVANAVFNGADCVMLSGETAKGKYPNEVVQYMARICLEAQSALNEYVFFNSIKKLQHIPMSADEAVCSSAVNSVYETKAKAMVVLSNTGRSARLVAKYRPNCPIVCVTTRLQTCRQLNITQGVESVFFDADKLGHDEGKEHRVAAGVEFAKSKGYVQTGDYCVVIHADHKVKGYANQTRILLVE
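0.1 nM LmPK, 0.5 mM PEP, 0.1 mM ADP; 50 mM imidazole pH 7.2, 7 mM MgCl2, 50 mM KCl; 1 h RT. Kinase-Glo luminescence readout, normalized to no-enzyme (full inhibition) and uninhibited wells.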
HCMV antiviral: blocks human cytomegalovirus replication. HFF cells, HCMV-luciferase reporter, 72 h; stronger effect = lower value. activity change, negative = inhibition, % at 57.5 µM. 410,000 compounds, 4.5% hits; in the data active means activity change below about -60%; inconclusive means no clear call, values can overlap the other calls; inactive means above about -39%
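HFF cells seeded 16 h at 37C, treated with compounds, infected with luciferase-reporter HCMV at MOI 1 PFU/cell; luciferase read at 72 h post infection, normalized to buffer-only and Salinomycin controls.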
AmpC no deterg: inhibitors of E. coli AmpC beta-lactamase without detergent | P00811 | AmpC nitrocefin hydrolysis, absorbance 480 nm, 0.0001% Triton | Potency, µM (highest dose often 57.1 µM), inactives show top-dose activity change, negative = inhibition, hits mostly inhibitors | 330,000 compounds, 0.52% hits | AID 485341;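 further: potency means the concentration at half of the fitted maximal effect; plate controls were no compound for no effect and no enzyme for full effect; nearly all actives have a fitted effect of over 20% in size; some results filed as inactive show a strong effect at the top dose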
Target sequence (P00811 whole entry, looked up): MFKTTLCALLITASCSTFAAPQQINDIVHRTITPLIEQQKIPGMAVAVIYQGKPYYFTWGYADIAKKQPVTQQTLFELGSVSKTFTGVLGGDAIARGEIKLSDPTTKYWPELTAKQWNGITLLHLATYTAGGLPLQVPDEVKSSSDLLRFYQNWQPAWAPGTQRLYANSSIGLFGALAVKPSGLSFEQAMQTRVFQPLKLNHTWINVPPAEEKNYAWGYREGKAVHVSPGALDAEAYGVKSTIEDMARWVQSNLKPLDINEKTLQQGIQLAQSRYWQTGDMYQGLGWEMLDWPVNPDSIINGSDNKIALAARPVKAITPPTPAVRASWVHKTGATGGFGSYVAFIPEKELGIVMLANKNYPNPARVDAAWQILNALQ
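AmpC (5.3 nM in the dispensed reagent) in 20 mM phosphate pH 7.0 with 0.01% (detergent screen) or 0.0001% Triton X-100 was preincubated with compounds for 15 min at room temperature. Nitrocefin was then added from an 800 uM solution, and hydrolysis was followed at 480 nm.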
TbPYK inhibitor: inhibitors of Trypanosoma brucei pyruvate kinase. TbPYK enzyme, Kinase-Glo Plus ATP luminescence, 45 min. AID 624173. 410,000 compounds, 0.12% hits. Potency, µM (titrated, usually from 76.8 µM), for inactives: at the highest dose activity, negative = inhibition, most hits filed as inhibitors. Q57TT1; further: potency means the concentration at half of the fitted maximal effect; nearly all actives have a fitted effect of over 50% in size
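T. brucei PYK with substrate was exposed to pin-transferred compounds across a concentration series, then started with 130 uM ADP (final). After 45 min at room temperature, Kinase-Glo Plus luminescence was read, normalized and curve-fitted.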
AmpC inh detg: AmpC beta-lactamase inhibition with detergent present | AmpC hydrolysis of nitrocefin, absorbance 480 nm, 0.01% Triton | Potency, µM (highest dose often 114 µM), without a hit: at the highest dose activity change, negative = inhibition, hits mostly inhibitors | 370,000 compounds, 0.041% hits | AID 485294;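 further: potency means the concentration at half of the fitted maximal effect; 0% = no-compound wells and -100% = no-enzyme wells; nearly all actives have a fitted effect of over 25% in size; some results filed as inactive show a strong effect at the top dose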
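20 mM phosphate pH 7.0 + 0.01% (detergent screen) or 0.0001% Triton X-100; 5.3 nM AmpC reagent; cpd preinc 15 min RT; nitrocefin (800 uM stock) to start; A480 q20 s × 4 min; Activity was normalised to no-enzyme and no-compound control wells.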
AMA1 RON2 block: disrupts binding of P. falciparum AMA1 to RON2; Potency, µM (series often up to 58.2 µM), without a hit: at the top dose activity change, negative = inhibition, usual class: inhibitors; AlphaScreen AMA1-biotinylated RON2 peptide binding; 360,000 compounds, 0.2% hits;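 further: potency means the concentration at half of the fitted maximal effect; 0% = vehicle wells and -100% = peptide control; nearly all actives have a fitted effect of over 45% in size; some results filed as inactive show a strong effect at the top dose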
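AMA1 (3D7) with his tag at 25 nM final met compounds first, then biotinylated RON2 peptide at 25 nM; detection used donor plus acceptor beads, 10 µg/mL apiece, read by AlphaScreen after 30 min at room temperature.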
* marks the source's active call; other numbers are inactive results; ? = inconclusive; . = no result given; [ ] = another dose, or the depositor's remark. Unless noted, the call rests on the fitted dose curve; in most records, active means well fitted curve in the direction sought with a large enough effect; inconclusive means small, poorly fitted or top-dose-only effect, or another doubt; inactive means no such curve, though single readings can be large; an effect the other way counts as inactive or inconclusive. Unless noted, on the % scale 0 is the no-effect control and ±100 the full control effect.

SMILES	Sm TGR block	LmPK inh	HCMV antiviral	AmpC no deterg	TbPYK inhibitor	AmpC inh detg	AMA1 RON2 block
COc1ccc(-c2nn(CC(=O)N(C)C)c(=O)c3ccccc23)cc1	26%	-6%	48	1%	3%	3%	4%
COC(=O)c1scc(-c2ccc(C)cc2)c1S(=O)(=O)N1CCN(c2ccc(OC)cc2)CC1	-3%	.	-20	.	-10%	26%	.
CC1CCCN(CCCNC(=O)c2ccc3c(c2)N(Cc2cccc(Cl)c2)C(=O)c2ccccc2S3=O)C1 (stereo not given)	.	.	-81*	.	-7%	.	-5%
O=C(Nc1ccccc1C(=O)N1CCOCC1)C1CCCO1 (stereo not given)	1%	7%	25	-6%	-9%	-10%	-20%
CSc1n[nH]c(=O)n1-c1ccc(Cl)cc1	16%	?	-8	4%	1%	6%	16%
N#Cc1c2c(c(NCc3ccco3)n3c1nc1ccccc13)CCC2	?	4%	43	-11%	-3%	-12%	3%
Cc1ccc(OCC(=O)Nc2ccc(N3CCN(C(=O)c4ccco4)CC3)cc2)cc1C	19%	2%	?	63%[activator]	0%	-3%	-20%
O=C(CSc1nnc2ccc(-c3ccccn3)nn12)NCC1CCCO1 (stereo not given)	-3%	-6%	-32	-10%	0%	3%	-13%
CCCCCCCCCCCCN1[C@@H](CC(C)=O)c2cc(F)ccc2S1(=O)=O	.	.	37	.	4%	.	26%
COC(=O)Cc1[nH]nc2c1C(c1cc(OC)c(OC)c(OC)c1)C(C#N)=C(N)O2 (stereo not given)	0%	-7%	-7	-7%	25%	0%	4%
COc1ccccc1NC(=O)CCN1C(=O)C2CC=CCC2C1=O (stereo not given)	-14%	-1%	36	-5%	-6%	?	5%
COc1ccc(Nc2nnc(SCC(=O)NC3CCCC3)s2)cc1	.	.	-11	.	-1%	.	1%
CCCCn1c(N)c(N(CCOC)C(=O)CSc2ccccc2C)c(=O)[nH]c1=O	3%	.	1	-20%	-11%	0%	4%
COc1ccc(N=CC2=C(O)c3ccccc3C2=O)c(OC)c1	-2%	?	-31	-1%	?	4%	-14%
C#CCOCCOCCOCCNc1nc(N2CCN(C(=O)[C@H](CO)n3cc([C@@H](N)C(C)C)nn3)CC2)nc(N2CCN(C(=O)[C@H](CCCCN)n3cc([C@@H](N)[C@H](C)CC)nn3)CC2)n1	.	.	-19	66%[activator]	-4%	.	34%[activator]
CCOc1ccc(C(=O)OCC(=O)NC2CCCC2)cc1OCC	-3%	4%	-11	0%	2%	-3%	12%
CCCCOc1nc2ccccc2nc1C(C#N)S(=O)(=O)c1ccccc1 (stereo not given)	-3%	2%	-6	-22%	4%	-7%	-2%
CN(C)/C=C/C(=O)c1cc(N2CCOCC2)ccc1[N+](=O)[O-]	8%	0%	-38	19%	1%	-13%	11%
COc1ccc(C(=S)N2CCCCCC2)cc1	-19%	6%	-21	-26%	-16%	?	-9%
Cc1ccc2occ(C(c3nnnn3Cc3ccccc3)N3CCOCC3)c(=O)c2c1 (stereo not given)	?	-1%	-7	48%	-7%	2%	5%
Cc1ccc(Cn2ccc(C3CC3)n2)cc1	-2%	1%	?	-44%	1%	?	-9%
O=c1c2c(-c3cccs3)csc2[nH]c(=S)n1-c1ccccc1	2%	-8%	-11	-36%	-5%	4%	23%
O=C(COc1ccccc1)NC1CCCc2ccccc21 (stereo not given)	2%	-1%	-6	-7%	4%	-2%	-13%
Cc1cc(Cl)ccc1OCC(=O)NC(=S)Nc1ccc(Cl)cn1	8%	-21%	-1	-5%	-5%	-8%	0%
O=C(N/N=C/c1ccc(-c2ccccc2)o1)c1ccccc1O	-7%	-1%	-16	-34%	-2%	-9%	54%[activator]
Nc1c(Cl)c(Cl)nc(C(=O)OCC(=O)N2CCCC2=O)c1Cl	-11%	.	2	?	1%	?	0%
COc1ccc(OC)c(NS(=O)(=O)c2cc3c4c(c2)CCN4C(=O)CC3)c1	-4%	.	-10	-3%	3%	?	2%
C=CCc1c(C)nc(C)nc1N/N=C/c1ccc(F)cc1	-10%	1%	-3	-16%	2%	2%	2%
CCCCCCNC(=O)c1cn(CC)c2cc(N3CCN(C)CC3)c(F)cc2c1=O	13%	7%	2	218%[activator]	4%	-4%	-9%
Cc1[nH]c2ccccc2c1C(c1ccccn1)N1CCC(C(N)=O)CC1 (stereo not given)	0.35µM*	5%	-24	0%	89%[activator]	-17%	0%
COc1ccc(C(=O)/C=C2\Sc3ccccc3N2C)cc1	.	-29%	127	-14%	-3%	-4%	-11%
CCOc1ccccc1C(=O)Nc1ccc(S(=O)(=O)Nc2ncccn2)cc1	0%	.	18	.	-9%	?	.
CCCCn1c(-c2cccnc2)nc2cc3[nH]c(=O)c(C(C)C)nc3cc21	-28%	4%	38	143%[activator]	-6%	?	26%
COc1ccc(CC(=O)OC2CCCN(C)C2)cc1 (stereo not given)	.	-3%	12	-7%	6%	?	-2%
Cc1csc(=O)n1CC(=O)OC(C)C(=O)Nc1ccc(F)c(F)c1F (stereo not given)	0%	.	14	-4%	-8%	4%	-1%
CCOc1cc(-c2sc(Nc3cc(C)ccc3OC)n[n+]2-c2ccccc2)ccc1OC	-3%	.	-40	29%	0%	?	4%
Cc1ccccc1CN1C(=O)CN=C(c2ccccc2)c2cc(Cl)ccc21	8%	.	-71*	.	5%	5%	.
CCN1CCN(c2ccc(NC(=O)COc3ccc(Cl)cc3C)cc2)CC1	.	.	?	-7%	2%	.	-15%
COc1cc(NC(=O)CCc2nnc3ccc(N4CCCCC4)nn23)cc(OC)c1OC	-5%	7%	12	70%[activator]	8%	2%	1%
O=[N+]([O-])c1cccc(-c2ccn[nH]2)c1	7%	8%	-34	-12%	-12%	-3%	13%
Cc1cccc(NC(=O)Cc2nc(-c3c[nH]c(C(=O)N4CCCC4)c3)cs2)c1	-7%	.	7	141%[activator]	1%	?	7%
COC(=O)c1ccc(/C=N/NC(=O)C2CC(=O)N(c3ccc(F)cc3)C2)cc1 (stereo not given)	4%	3%	21	1%	-17%	-5%	-9%
CC1=NN(/C(=N\c2nnc(C)s2)Nc2ccccc2)[C@H](c2cccc3ccccc23)S1	3%	2%	-18	130%[activator]	-13%	-2%	3%
CCOC(=O)C1(C)CCN1C(=O)c1ccc(SC(F)(F)F)cc1 (stereo not given)	.	.	-22	.	-11%	.	2%
C=CCNc1oc(-c2cccs2)nc1C#N	-2%	-1%	-13	-13%	-1%	-6%	12%
CC(=O)N1CCN(C(=O)CN2C(=O)NC(C)(c3ccc4ccccc4c3)C2=O)CC1 (stereo not given)	-2%	.	-22	28%	1%	-11%	-13%[11.6 µM]
Cc1ccc(NCC(=O)N/N=C\c2ccc([N+](=O)[O-])o2)cc1	?	5%	-82*	-23%	-4%	-7%	?
CN(CCc1nnc(N)s1)[N+](=O)[O-]	-22%	0%	-23	-8%[11.4 µM]	1%	-9%	2%
Cc1ccccc1-n1cc(-c2ccccc2)nc1SCC(=O)Nc1ccc(F)cc1	0%	.	-21	.	0%	0%	.
CCC(CC)CN1CCN=C1Nc1ccccc1	-4%	.	-18	-6%	3%	-12%	11%

Following part:
SMILES	Sm TGR block	LmPK inh	HCMV antiviral	AmpC no deterg	TbPYK inhibitor	AmpC inh detg	AMA1 RON2 block
Cc1ccc2cc(C(c3nnnn3Cc3ccccc3)N3CCc4ccccc43)c(=O)[nH]c2c1 (stereo not given)	4%	-5%	-7	-46%	-14%	-2%	0%
CN1/C(=C/C=C(/C#N)C(N)=O)C(C)(C)c2ccccc21	-18%	-3%	?	-7%	5%	1%	12%
CN(CC(=O)Nc1cccc(F)c1)C(=O)CSc1ccccc1	-19%	.	-23	-16%	3%	-3%	-1%
O=C(c1ccc2c(c1)N(Cc1ccccc1)C(=O)c1ccccc1S2=O)N1CCC(Cc2ccccc2)CC1 (stereo not given)	4%	.	-76*	.	1%	18%	.
Cn1nc(-c2ccccc2)c(CO)c1Sc1ccccc1	-4%	-3%	-16	-23%	3%	0%	6%
Cc1ccccc1NS(=O)(=O)c1ccc(C(=O)NCC(C)(C)N2CCOCC2)cc1	1%	.	-67*	-11%	-1%	-13%	-4%
Cc1cc2nc(C(F)(F)F)[nH]c(=O)n2n1	6%	-5%	-31	-17%	-9%	?	3%
Cc1ccc(NC(=O)CCS(=O)(=O)c2ccc(Br)s2)c(Br)c1	3%	.	-7	.	0%	19%	.
O=C(O)c1cccc(Cn2cc(Cl)cn2)c1	14%	18%	32	-9%	-5%	7%	-14%
Cc1ccc(C(=O)COC(=O)CCc2nc3ccccc3[nH]c2=O)cc1C	-1%	-1%	-20	-33%	1%	-1%	-8%
COC(=O)c1cc(OC)c(OC)cc1NC(=S)N1CCN(c2ccccc2)CC1	4%	-4%	?	75%[activator]	-12%	2%	-14%
CN(C(=O)CC1C(=O)NCCN1Cc1ccc(F)cc1)C1CCOCC1 (stereo not given)	55%	-7%	15	-3%	-4%	2%	3%
O=C(COc1ccccc1)NNC(=O)c1cc2ccccc2o1	0%	3%	-33	-8%	-4%	-2%	54%[activator]
O=C(NCc1ccccn1)C1CCN(Cc2cccc(OCc3ccccc3)c2)CC1	4%	-3%	?	38%	7%	-1%	31%[activator]
Cc1ncc(C[n+]2csc(C)c2C)c(N)n1	25µM*	6%	-11	-4%	5%	-3%	-6%
Cn1cnnc1SCC(=O)NNC(=O)COc1ccc(Br)cc1	-2%	-1%	-26	-19%	-1%	0%	126%[activator]

Sorted by count of non-hydrogen atoms (low to high): part of the list above.
SMILES	Sm TGR block	LmPK inh	HCMV antiviral	AmpC no deterg	TbPYK inhibitor	AmpC inh detg	AMA1 RON2 block
C=CCNc1oc(-c2cccs2)nc1C#N	-2%	-1%	-13	-13%	-1%	-6%	12%
COc1ccc(Nc2nnc(SCC(=O)NC3CCCC3)s2)cc1	.	.	-11	.	-1%	.	1%
CCCCn1c(-c2cccnc2)nc2cc3[nH]c(=O)c(C(C)C)nc3cc21	-28%	4%	38	143%[activator]	-6%	?	26%
Cc1ccc2occ(C(c3nnnn3Cc3ccccc3)N3CCOCC3)c(=O)c2c1 (stereo not given)	?	-1%	-7	48%	-7%	2%	5%

Source: PubChem BioAssay
